Compound activity (PubChem)
MrgX1 ag: agonists of human MrgX1 receptor; Q96LB2; MrgX1-HEK293 cells, Fluo-4 calcium fluorescence, agonist mode; stronger effect = higher value; B-score at 10 µM; actives 0.44% (n = 310,000); AID 588627;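 active = calcium response B-score plate-corrected fluorescence ratio at least 3 library SD, with starting fluorescence B-score inside 5 SD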
Target sequence (Q96LB2 whole entry, looked up): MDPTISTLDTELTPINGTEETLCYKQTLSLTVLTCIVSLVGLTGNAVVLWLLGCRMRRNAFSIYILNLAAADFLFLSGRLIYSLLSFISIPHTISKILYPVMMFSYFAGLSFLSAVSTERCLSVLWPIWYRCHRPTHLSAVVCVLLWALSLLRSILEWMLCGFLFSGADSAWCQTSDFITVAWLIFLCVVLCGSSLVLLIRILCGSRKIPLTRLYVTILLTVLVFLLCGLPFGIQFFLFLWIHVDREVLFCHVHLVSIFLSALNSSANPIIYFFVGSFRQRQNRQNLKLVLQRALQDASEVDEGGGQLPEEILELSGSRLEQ
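Assay system: stable human MrgX1 HEK293 cell line. Quantity: 15,000 cells per well. Schedule: cells plated overnight, dye loaded 0.5 h 37 °C, 0.5 h room temperature. Detection: Fluo-4 NW calcium-flux fluorescence, kinetic read. Read-out basis: peak-minus-minimum fluorescence over baseline, converted to B scores. Control set: positive and negative control wells on each plate.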
hERG protect: shields human hERG channel from block by proarrhythmic agents; Q12809; CHO-hERG, FluxOR thallium flux, dofetilide IC70 present; activation (rescue from dofetilide block), less the hit threshold, % at 10 µM; actives 0.51% (n = 310,000); AID 1511;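 active = activation above the mean of controls blocked by dofetilide plus 5 SD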;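 note: thallium influx through hERG after potassium depolarization seen as dye fluorescence rise; in these data hits start at about 4.7%; inactives centre near -7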
KCNK9 block: human KCNK9 channel inhibition; Q9NPC2; HEK293 KCNK9, FluxOR thallium flux fluorescence; stronger effect = lower value; B-score at 10 µM; actives 1.2% (n = 310,000);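 active = ratio B-score over 3 SD below the library mean, with starting fluorescence within 5 SD of its mean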;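 note: negative B-score means less thallium flux so channel inhibition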
Target sequence (Q9NPC2 whole entry, looked up): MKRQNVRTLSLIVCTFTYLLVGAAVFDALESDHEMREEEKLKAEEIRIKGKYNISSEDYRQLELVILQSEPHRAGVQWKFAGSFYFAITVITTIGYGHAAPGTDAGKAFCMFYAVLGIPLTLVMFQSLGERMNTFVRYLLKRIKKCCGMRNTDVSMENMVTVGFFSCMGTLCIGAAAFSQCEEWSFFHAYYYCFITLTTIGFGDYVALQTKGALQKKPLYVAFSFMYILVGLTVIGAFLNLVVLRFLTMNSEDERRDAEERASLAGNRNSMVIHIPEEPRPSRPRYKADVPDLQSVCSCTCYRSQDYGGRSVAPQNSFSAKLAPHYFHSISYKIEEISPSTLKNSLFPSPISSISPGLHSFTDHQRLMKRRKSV
TMEM16A inh: mouse TMEM16A channel inhibition, primary screen | Q8BHY3 | HEK293 TMEM16A/YFP iodide influx fluorescence, ionomycin | normalized B-score (activity score, 25-100; higher = stronger inhibition) at 10 µM | actives 1.2% (n = 310,000) | AID 588511;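 active = ratio plate-corrected score three or more library SD toward inhibition, starting fluorescence score within five deviations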;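 note: score derived from kinetic fluorescence span divided by baseline fluorescence per well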
KCNQ1 block: human KCNQ1 channel inhibition. P51787. CHO-K1 KCNQ1, FluxOR thallium flux fluorescence; stronger effect = higher value. B-score at 10 µM. actives 1.3% (n = 310,000);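 active = compounds whose thallium flux B-score, printed positive for inhibition, exceeds three library SD while starting fluorescence stays within three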;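 note: channel opened by potassium depolarization with thallium stimulus after 20 min compound exposure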
MrgX1 PAM: allosterically activates human MrgX1 receptor signaling | MrgX1-HEK293, Fluo-4 calcium flux, FDSS; stronger effect = higher value | Q96LB2 | actives 0.63% (n = 310,000) | B-score at 10 µM;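 active = plate-corrected calcium response at least 3 library SD above typical, normal starting fluorescence, not activating the receptor alone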;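 note: compound read alongside a low EC10 to EC30 dose of BAM8-22 agonist; peak minus trough fluorescence over baseline measured at the second addition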
KCNQ1 pot: potentiators or activators of human KCNQ1 potassium channel | CHO-K1 KCNQ1, thallium flux FluxOR fluorescence; stronger effect = higher value | B-score at 10 µM | actives 0.35% (n = 310,000) | AID 2648;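 active = fluorescence ratio B-score, a plate-corrected score, at least three library SD, with initial intensity B-score within 5 SD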
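assay system = CHO-K1 cells stably expressing KCNQ1 | medium = assay buffer, equal DMSO in all wells | timing = 37 °C overnight plating, 90-min dark dye load, 20-min compound pretreatment | measured by = kinetic FluxOR thallium fluorescence, 10-s 1-Hz baseline, 110-s post-stimulus read | measure = fluorescence change relative to baseline, converted to B score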
KCNK3 inh: human KCNK3 channel inhibition, primary screen; B-score at 10 µM; CHO-KCNK3 thallium flux, FluxOR fluorescence; stronger effect = lower value; actives 0.84% (n = 340,000);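 active = B-score under library mean minus 4 SD, starting fluorescence ratio at most library mean plus 5 SD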;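 note: more negative B-score means stronger inhibition of thallium flux through KCNK3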
RGS4 inh: inhibitors of human RGS4. AID 463165. P49798. B-score at 10 µM. actives 0.45% (n = 310,000). HEK293 M3R/RGS4 inducible, Fluo-4 calcium flux; stronger effect = higher value; triggered by carbachol at its EC20;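 active = B-score, a plate-corrected calcium signal, over three deviations above library mean, with baseline fluorescence within five deviations of library mean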;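 note: RGS4 expression induced by doxycycline in cells with stable M3 receptor; B-score is computed from the integrated fluorescence ratio over baseline after carbachol; higher B-score means a larger calcium signal and so more RGS4 inhibition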
Target sequence (P49798 whole entry, looked up): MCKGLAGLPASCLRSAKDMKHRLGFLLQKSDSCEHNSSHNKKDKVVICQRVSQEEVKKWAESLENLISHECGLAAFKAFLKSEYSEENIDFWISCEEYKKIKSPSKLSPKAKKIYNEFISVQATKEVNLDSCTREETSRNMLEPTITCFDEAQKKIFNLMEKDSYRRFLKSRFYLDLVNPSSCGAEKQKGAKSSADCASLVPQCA
ANO1 activ: activators or potentiators of mouse TMEM16A chloride channel | B-score at 10 µM | actives 0.3% (n = 340,000) | AID 623877 | HEK293 TMEM16A/YFP-H148Q/I152L, iodide quench fluorescence; stronger effect = lower value | Q8BHY3;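 active = fluorescence-ratio B-score plate-corrected deviation score at least 3 library SD below zero, with starting fluorescence score within 5 deviations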;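 note: channel opened by trigger with iodide after compound preincubation; score built on the fluorescence ratio of max minus min over baseline; more negative score means more quench and so TMEM16A activation or potentiation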
RGS4 act: potentiators or activators of RGS4; HEK293 M3R/inducible RGS4, carbachol calcium flux Fluo4; stronger effect = lower value; B-score at 10 µM; actives 0.92% (n = 310,000);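 active = B-score of the integrated calcium signal more than 4 SD below the library mean, with starting fluorescence not abnormally high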;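 note: negative B-score means reduced calcium response which marks RGS4 activation or potentiation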
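test system = M3R-expressing HEK293 line, RGS4 induced by doxycycline | probe or stimulus = carbachol at ECmax as muscarinic agonist stimulus | timing = dye loading 30 min 37 °C, buffer rest 30 min RT | signal = calcium dye Fluo4 fluorescence | evaluation = B score from integrated fluorescence ratio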
The depositor's hits bear a star; i = inactive; . = no result given. Outcome played no part in choosing rows; about 6.3% have a hit in one of these screens.

Values run as follows: MrgX1 ag, hERG protect, KCNK9 block, TMEM16A inh, KCNQ1 block, MrgX1 PAM, KCNQ1 pot, KCNK3 inh, RGS4 inh, ANO1 activ, RGS4 act
CCOc1ccccc1NC(=O)C(NCCN(C)C)c1ccccc1 (stereo not drawn)
 : i, -7, i, i, i, i, i, i, i, i, i
O=C(NC(=S)N(CC1CCC1)CC1CCCO1)c1cccc([N+](=O)[O-])c1 (stereo not drawn)
 : i, 7.9*, i, i, i, i, 16*, i, i, i, i
Cc1ccc(-c2nn(C)c(=O)c3ccccc23)cc1CNC(=O)/C=C/c1ccccc1
 : i, -10, i, i, i, i, i, i, i, i, i
Cn1c(SCC#N)nnc1-c1ccc2c(c1)OCO2
 : i, -1, i, i, i, i, i, i, i, i, i
COc1cc(S(=O)(=O)NCc2ccccc2)ccc1F
 : i, -7, i, i, i, i, i, i, i, i, i
Cc1ccc(-c2nn(-c3ccccc3)cc2C(N)=O)o1
 : i, -16, i, i, i, i, i, i, i, i, i
Cc1ccc(-n2nc3c(=O)n(C(C)C(=O)NCc4ccc(Cl)cc4)nc(C)c3c2C)cc1 (stereo not drawn)
 : i, -9, i, i, i, i, i, i, i, i, i
COc1ccc(OC)c(NC(=O)CSc2nnnn2-c2ccccc2F)c1
 : i, -5, i, i, i, i, i, i, i, ., i
COc1ccc(CCNC(=O)c2cc3c(=O)n4cccc(C)c4nc3n(Cc3ccco3)c2=N)cc1OC
 : i, -17, i, i, i, i, i, i, i, i, i
COc1ccc(C(c2nnnn2C(C)(C)C)N2CCN(c3nc4ccccc4s3)CC2)cc1 (stereo not drawn)
 : ., -10, -7.1*, ., i, ., i, i, i, i, i
O=C(COC(=O)CCC(=O)c1cccs1)Nc1ncc(Cl)cc1Cl
 : i, -8, i, i, i, i, i, i, i, i, i
CSc1ncc(CN2CCN(CC=C(C)C)C(CCO)C2)cn1 (stereo not drawn)
 : i, -7, i, i, i, i, i, i, i, i, i
N#CC1=C(N)Oc2cc(N)ccc2C1c1ccccc1Cl (stereo not drawn)
 : 29*, -8, i, i, i, i, i, i, i, i, i
CCCCc1nnc2c(N(C)S(=O)(=O)c3ccccc3)nc3ccccc3n12
 : i, -9, i, i, i, i, i, i, i, i, i
Cc1c(C(=O)N2CC3(CC(c4cccc(NC(=O)[C@H]5CCC(=O)N5)c4)=NO3)C[C@@H]2C(N)=O)cc([N+](=O)[O-])cc1[N+](=O)[O-] (stereo partly drawn)
 : i, -2, i, i, i, i, i, i, i, i, i
O=C(c1cc2cc(Cl)ccc2o1)N1CCCC1
 : i, -4, i, i, i, i, i, i, i, i, i
O=C(CSc1nnc(CNC(=O)c2ccco2)o1)Nc1cccc(Cl)c1
 : i, -4, i, i, i, i, i, i, i, i, i
CC(C)CCc1noc(CN(C)CCC2CCOCC2)n1
 : i, -12, i, i, i, i, i, i, i, i, i
CC1=C[C@H](C)[C@H](c2c(F)cccc2Cl)CC1=O
 : i, -7, i, i, i, i, i, i, i, i, i
CC(C)N1C(=O)CCC1C(=O)O (stereo not drawn)
 : i, -6, i, i, i, i, i, i, i, i, i

Values run as follows: MrgX1 ag, hERG protect, KCNK9 block, TMEM16A inh, KCNQ1 block, MrgX1 PAM, KCNQ1 pot, KCNK3 inh, RGS4 inh, ANO1 activ, RGS4 act
Cn1c(CCNC(=O)C(C)(C)C)nc2ccccc21
 : i, -6, i, i, i, i, i, i, i, i, i
COc1ccc(N2CCN(Cc3nnnn3C3CCCCC3)CC2)cc1
 : i, -7, i, i, i, i, i, i, i, i, i
CC(O)Cc1cn([C@@H](CCCCNC(=O)OC(C)(C)C)C(=O)N2CCN(C(=O)OC(C)(C)C)CC2)nn1 (stereo partly drawn)
 : i, -8, i, i, i, i, i, i, i, i, i
CCc1cccc(C)c1NC(=O)CCCn1c(=O)c2cccn2c2cccnc21
 : i, -5, i, i, i, i, i, i, i, i, i
COc1cc(C(=O)N2CCN(C(=O)c3ccco3)CC2)c([N+](=O)[O-])cc1OC
 : i, -5, i, i, i, i, i, i, i, i, i
Cc1cc(C)c(Cn2cnc(-c3ccc([N+](=O)[O-])cc3)c2)c(C)c1
 : i, -10, i, i, 6*, i, i, i, i, i, i
CCOc1ccc(NCc2nc3ccccc3n2CCOc2ccccc2)cc1
 : i, -10, i, i, i, i, i, i, i, i, i
Cc1ccc(C(=O)O)cc1NC(=O)CN1C(=O)C2C3c4ccccc4C(Br)(c4ccccc43)C2C1=O (stereo not drawn)
 : i, -9, i, i, i, i, i, i, i, i, i
CC(C)(C)C1=Nn2c(nnc2-c2ccccn2)SC1
 : i, -5, i, i, i, i, i, i, i, i, i
COc1cccc(CC(=O)OCC(=O)NC(Cc2ccccc2)C(C)=O)c1 (stereo not drawn)
 : i, -8, i, i, i, i, i, i, i, i, i
CSc1n[nH]c2nc3c(c(=O)n12)C1(CCCCC1)Cc1ccccc1-3
 : i, -20, i, i, i, i, i, i, 4.7*, i, i
COc1ccc(NC(=O)c2ccco2)c2ccccc12
 : i, -12, i, i, i, i, i, i, i, i, i
Cc1ccc(C2=NN(CC(=O)NCc3ccccn3)C(=O)CC2)cc1
 : i, -7, i, i, i, i, i, i, i, i, i
CC(NC(=O)c1ccco1)C(c1cccs1)N1CCN(c2ccc(F)cc2)CC1 (stereo not drawn)
 : i, -7, i, i, i, i, i, i, i, i, i
O=C(C1CCCO1)N1CCN(S(=O)(=O)c2ccccc2)CC1 (stereo not drawn)
 : i, -8, i, i, i, i, i, i, i, i, i
C=CCN(CC=C)C(=O)COC(=O)c1n[nH]c2ccccc12
 : i, -4, i, i, i, i, i, i, i, i, i
O=c1nc(-c2ccccc2)c2cc(Cl)ccc2[nH]1
 : i, -5, i, i, i, i, i, i, i, i, i
CCCCc1cc(=O)oc2cc(OCC(=O)N3CCc4ccccc43)ccc12
 : i, -3, i, i, i, i, i, i, i, i, i
O=C(Nc1cc(Cl)ccc1-n1cncn1)C1CC1
 : i, -14, i, i, i, i, i, i, i, i, i
CCn1c(N2CCN(S(=O)(=O)c3ccccc3)CC2)nc2ccccc21
 : i, -6, i, i, i, i, i, i, i, i, i

Values run as follows: MrgX1 ag, hERG protect, KCNK9 block, TMEM16A inh, KCNQ1 block, MrgX1 PAM, KCNQ1 pot, KCNK3 inh, RGS4 inh, ANO1 activ, RGS4 act
COc1ccc(-c2nc(SCc3ccccc3)n(S(C)(=O)=O)n2)cc1
 : i, -7, i, i, i, i, i, i, i, i, i
COc1ccc(/C=C2\SC(=S)N(CCC(=O)Nc3ccccn3)C2=O)cc1OC
 : i, -8, i, i, i, i, i, i, i, i, i
CSc1cccc(NC(=O)CN(C2CCCCC2)S(C)(=O)=O)c1
 : i, -8, i, i, i, i, i, i, i, i, i
Cc1cc(C)c2c(c1)/C(=N/NC(=O)c1cc(C)oc1C)CCC2
 : i, -10, i, i, i, i, i, i, i, i, i
COc1cc(OC)cc(C(=O)NC(=S)NNC(=O)Cc2cccs2)c1
 : 72*, -14, i, i, i, i, i, i, i, i, i
O=C(O)CNC(=O)c1ccc(S(=O)(=O)N2CCOCC2)cc1
 : i, -4, i, i, i, i, i, i, i, i, i
CCn1c(O)c(C2=c3ccccc3=NC2=O)c2cc(Br)ccc21
 : i, -5, i, i, i, i, i, ., i, ., i
CCc1ccc(NC(=O)[C@H](NC(=O)[C@@H]2Cc3ccccc3CN2)c2ccccc2)cc1
 : i, -19, i, i, i, i, i, i, i, i, i
CCOc1ccc(NC(=S)N2CCCN(Cc3cc(C)ccc3C)C2)cc1
 : i, -8, i, i, i, i, i, i, i, i, i
CCn1cc(C(=O)O)c(=O)c2cc(Br)ccc21
 : i, -12, i, i, i, i, i, i, i, i, i
CCC(C)(C)NC(=O)CN(C(=O)CCC(=O)Nc1nccs1)c1ccccc1C
 : i, -11, i, i, i, i, i, i, i, i, i
COc1ccc(CCNc2nc(C)nc3c2oc2ccccc23)cc1OC
 : i, -35, i, i, 10*, i, i, i, i, i, i
CCCn1cc(CN2CCCC(CNC(=O)c3ccc(F)cc3)C2)c(C)n1 (stereo not drawn)
 : i, -5, i, i, i, i, i, i, i, i, i
O=C(/C=C/c1ccccc1)NC(=S)Nc1ccc(CN2CCOCC2)cc1
 : i, -8, i, i, i, i, i, i, i, i, i
CCc1c(C)nc(Nc2nc(C)c3ccc(OC)cc3n2)[nH]c1=O
 : i, -1, i, i, i, i, i, i, i, i, i
CC(=O)N1CCN(CC(=O)Nc2cc(F)ccc2C)CC1
 : i, -6, i, i, i, i, i, i, i, i, i
Cc1nn(CC(=O)NCCN2CCCCC2C)c(=O)c2cc(-c3ccccc3)nn12 (stereo not drawn)
 : i, -7, i, i, i, i, i, i, i, i, i
O=C(O)C1(NS(=O)(=O)c2ccc(Cl)cc2)CCCCC1
 : i, -4, i, i, i, i, i, i, i, i, i
COc1cc(Cl)ccc1OCc1cc(C(=O)N(C)C2CC(C)(C)NC(C)(C)C2)no1
 : i, -5, i, i, i, i, i, i, i, i, i
Clc1ccccc1CO/N=C1\CCCc2nonc21
 : i, -8, i, i, i, i, i, i, i, i, i

Values run as follows: MrgX1 ag, hERG protect, KCNK9 block, TMEM16A inh, KCNQ1 block, MrgX1 PAM, KCNQ1 pot, KCNK3 inh, RGS4 inh, ANO1 activ, RGS4 act
CC(C)CNC(=O)C(=O)NCCCN1CCOCC1
 : i, -2, i, i, i, i, i, i, i, i, i
Cc1ccccc1-c1nn(-c2ccc(F)cc2F)cc1CNCCN(C)C
 : i, -16, i, i, i, i, i, i, i, i, i
CCOc1cc(C(=O)Nc2ccc(NC(C)=O)cc2)ccc1OCC(=O)N1CCCCC1
 : i, -1, i, i, i, i, i, i, i, i, i
c1csc(-c2nn3cnnc3c3ccccc23)c1
 : i, -1, i, i, i, i, i, i, i, i, i
CN(C)N1C(N)=C(C#N)C(c2ccc(Cl)cc2)C2=C1CCCC2=O (stereo not drawn)
 : i, -1, i, i, i, i, i, i, i, ., i
CC(=C1C(=O)c2ccccc2C1=O)N1CCN(CCN=CC2=C(O)CC(C)(C)CC2=O)CC1
 : i, -3, i, i, i, i, i, i, i, i, i
